AmpC inh no detg – AmpC beta-lactamase inhibition without detergent | P00811 | AmpC nitrocefin hydrolysis, absorbance 480 nm, 0.0001% Triton | Potency, µM (doses to about 57.1 µM), for the others: top-dose activity change, negative = inhibition, usual class: inhibitors | AID 485341 | hit rate 0.52% among 330,000;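 also: potency is read from the fitted curve at half-maximal effect; plate controls were no compound for no effect and no enzyme for full effect; nearly all actives have a fitted effect of over 20% in size; some results filed as inactive show a strong effect at the top dose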
Target sequence (P00811 whole entry, looked up): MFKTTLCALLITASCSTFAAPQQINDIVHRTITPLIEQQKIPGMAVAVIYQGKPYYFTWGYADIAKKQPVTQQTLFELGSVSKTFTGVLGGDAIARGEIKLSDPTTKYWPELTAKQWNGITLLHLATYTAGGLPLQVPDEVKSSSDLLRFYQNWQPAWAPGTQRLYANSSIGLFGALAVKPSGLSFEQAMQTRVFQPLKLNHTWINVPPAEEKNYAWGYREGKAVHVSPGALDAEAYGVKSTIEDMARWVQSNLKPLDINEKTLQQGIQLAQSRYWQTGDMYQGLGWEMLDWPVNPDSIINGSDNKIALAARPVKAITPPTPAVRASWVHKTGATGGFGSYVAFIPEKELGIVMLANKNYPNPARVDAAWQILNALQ
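20 mM phosphate pH 7.0 + 0.01% (detergent screen) or 0.0001% Triton X-100; 5.3 nM AmpC reagent; cpd preinc 15 min RT; nitrocefin (800 uM stock) to start; A480 q20 s × 4 min; Activity was normalised to no-enzyme and no-compound control wells.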
Sm TGR inh – S. mansoni TGR enzyme inhibition; Q962Y6; purified TGR, DTNB reduction, TNB absorbance 405 nm; Potency, µM (top dose mostly 114 µM), without a hit: at the highest dose activity change, negative = inhibition, usual class: inhibitors; hit rate 3% among 360,000; AID 485364; also: potency is read from the fitted curve at half-maximal effect; nearly all actives have a fitted effect of over 60% in size
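Kinetic colorimetric format: TGR-catalysed, NADPH-driven DTNB reduction monitored via TNB absorbance. Enzyme dispensed at 20 nM; compound exposure 15 min at room temperature before reaction start.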
HCMV antiviral – human cytomegalovirus inhibition. HFF cells, HCMV-luciferase reporter, 72 h; stronger effect = lower value. activity change, negative = inhibition, % at 57.5 µM. hit rate 4.5% among 410,000. AID 1259415; in the data active = activity change below about -60%; inconclusive = no clear call, values can overlap the other calls; inactive = above about -39%
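Steps: HFFs plated, 16 h 37C; compounds added; HCMV-luciferase added to MOI 1 PFU/cell; 72 h 37C; OneGlo reagent, 5 min room temperature; luminescence read, normalized to controls.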
LmPK inh – LmPK (Leishmania mexicana) enzyme inhibition. Q27686. purified LmPK, Kinase-Glo ATP luminescence, 1 h. Potency, µM (series often up to 57.5 µM), inactives show top-dose activity change, negative = inhibition, usual class: inhibitors. hit rate 0.37% among 290,000. AID 1721; also: potency is read from the fitted curve at half-maximal effect
Target sequence (Q27686 whole entry, looked up): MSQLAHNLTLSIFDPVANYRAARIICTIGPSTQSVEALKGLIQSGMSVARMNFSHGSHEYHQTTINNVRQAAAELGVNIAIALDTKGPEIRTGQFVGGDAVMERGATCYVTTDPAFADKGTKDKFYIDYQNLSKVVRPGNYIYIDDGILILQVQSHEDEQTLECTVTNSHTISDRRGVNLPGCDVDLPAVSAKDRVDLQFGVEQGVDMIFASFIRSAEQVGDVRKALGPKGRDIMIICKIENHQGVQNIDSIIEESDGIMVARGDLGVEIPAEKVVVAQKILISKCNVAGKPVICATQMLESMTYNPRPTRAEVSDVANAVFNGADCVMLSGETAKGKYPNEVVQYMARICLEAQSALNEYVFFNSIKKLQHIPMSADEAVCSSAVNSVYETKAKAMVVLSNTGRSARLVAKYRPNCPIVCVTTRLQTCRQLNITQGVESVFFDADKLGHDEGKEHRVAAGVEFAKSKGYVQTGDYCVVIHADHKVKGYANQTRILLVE
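Purified LmPK (0.1 nM) converted ADP (0.1 mM) to ATP with PEP (0.5 mM) in imidazole buffer pH 7.2 with KCl and MgCl2, 1 h at room temperature. ATP was read by Kinase-Glo luminescence; data normalized to uninhibited and no-enzyme controls.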
TbPYK inhibitor – blocks Trypanosoma brucei pyruvate kinase; Q57TT1; TbPYK enzyme, Kinase-Glo Plus ATP luminescence, 45 min; Potency, µM (doses to about 76.8 µM), without a hit: at the top dose activity, negative = inhibition, most hits filed as inhibitors; hit rate 0.12% among 410,000; also: potency is read from the fitted curve at half-maximal effect; nearly all actives have a fitted effect of over 50% in size
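Assay buffer: 50 mM TEA pH 7.2, 100 mM KCl, 10 mM MgCl2, 0.05% BSA, 0.01% Tween-20. Pyruvate kinase from T. brucei plus substrate met compound, then ADP (130 uM final). Luminescence was read post 45 min RT.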
AmpC detergent – inhibitors of E. coli AmpC beta-lactamase with detergent; P00811; AmpC hydrolysis of nitrocefin, absorbance 480 nm, 0.01% Triton; Potency, µM (highest dose often 114 µM), inactives show at the highest dose activity change, negative = inhibition, usual class: inhibitors; hit rate 0.041% among 370,000; AID 485294;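 also: potency is read from the fitted curve at half-maximal effect; 0% = no-compound wells and -100% = no-enzyme wells; nearly all actives have a fitted effect of over 25% in size; some results filed as inactive show a strong effect at the top dose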
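20 mM phosphate pH 7.0 + 0.01% (detergent screen) or 0.0001% Triton X-100; 5.3 nM AmpC reagent; cpd preinc 15 min RT; nitrocefin (800 uM stock) to start; A480 q20 s × 4 min; Activity was normalised to no-enzyme and no-compound control wells.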
AMA1 RON2 block – disrupts binding of P. falciparum AMA1 to RON2; Potency, µM (doses to about 58.2 µM), inactives show top-dose activity change, negative = inhibition, actives largely listed as inhibitors; hit rate 0.2% among 360,000; AlphaScreen AMA1-biotinylated RON2 peptide binding;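 also: potency is read from the fitted curve at half-maximal effect; 0% = vehicle wells and -100% = peptide control; nearly all actives have a fitted effect of over 45% in size; some results filed as inactive show a strong effect at the top dose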
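AMA1 (3D7) with his tag at 25 nM final met compounds first, then biotinylated RON2 peptide at 25 nM; detection used donor plus acceptor beads, 10 µg/mL apiece, read by AlphaScreen after 30 min at room temperature.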
Numbers without * were called inactive; ? = inconclusive; . = not tested or not shown; [ ] = another dose, or the depositor's remark. Unless noted, calls follow the shape of the dose curve; as a rule, active = well fitted curve in the direction sought with a large enough effect; inconclusive = small, poorly fitted or top-dose-only effect, or another doubt; inactive = no such curve, though single readings can be large; an effect the other way counts as inactive or inconclusive. Unless noted, % is scaled to controls: 0 for no effect and ±100 for the full control effect. The order is random. About 7.4% of those tested had a hit in this group.

nr | SMILES | AmpC inh no detg | Sm TGR inh | HCMV antiviral | LmPK inh
1 | c1cncc(-c2cn(C[C@H]3CC[C@@H]([C@@H]4CC[C@H](Cn5cc(-c6cccnc6)nn5)O4)O3)nn2)c1 | -10% | 4% | ? | -7%
2 | COc1ccc(NC(=O)C2CCCN(S(=O)(=O)c3ccc4c(c3)CCCN4C(C)=O)C2)cc1Cl (stereo not given) | 108%[activator] | -8% | ? | 9%
3 | Cc1ccc(S(=O)(=O)c2ccc(Oc3cccc(C)c3)cc2)cc1 | -16% | 2% | -26 | 4%
4 | COc1cccc(-c2nc(CS(=O)(=O)CC(=O)NCC(C)c3ccccc3)c(C)o2)c1 (stereo not given) | 88%[activator] | ? | 24 | 1%
5 | Cn1c(SCC(=O)NCC2CCCO2)nnc1-c1ccco1 (stereo not given) | -20% | 5% | 2 | .
6 | COc1ccc(-c2noc(CN(C(=O)c3ccc(C)cc3C)C(C)C)n2)cc1 | . | 6% | -4 | .
7 | CCn1c(=O)c2sccc2n2c(CCCC(=O)N3CCN(c4cc(Cl)ccc4C)CC3)nnc12 | . | 5% | -5 | .
8 | COc1cc(/C=C/C(=O)O)cc(S(=O)(=O)Nc2ccc(F)cc2)c1OC | -26% | -2% | 45 | 3%
9 | CCOC(=O)C1=C(O)/C(=C/c2cn(CC(=O)N3CCCC3)c3ccccc23)SC1=Nc1ccccc1 | 88%[activator] | -8% | . | -1%
10 | CC(C)c1nc(SCC(=O)Nc2ccc3c(c2)OCCO3)n[nH]1 | -22% | -3% | 120 | 1%
11 | O=C(c1ccc2c3c(cccc13)CC2)C1CCCN(Cc2cccnc2)C1 (stereo not given) | 161%[activator] | -21% | -14 | -2%
12 | COc1ccc(C(=O)OCC(=O)N2C(C)CCCC2C)cc1[N+](=O)[O-] (stereo not given) | 14% | -11% | 3 | 5%
13 | COCc1ccc(CN2CCCC(CO)(Cc3cccc(Cl)c3)C2)o1 (stereo not given) | 48% | 0% | -28 | -3%
14 | COc1ccc([C@H]2C[C@@H](O)[C@H](n3cc(-c4ccc(F)cc4)nn3)CN2CC2CCCCC2)cc1 | . | . | 8 | .
15 | COc1ccc(CCN(CC(=O)NC(C)(C)C)C(=O)Cn2nnc(-c3ccc(C)o3)n2)cc1OC | 61%[activator] | -17% | 13 | -3%

nr | TbPYK inhibitor | AmpC detergent | AMA1 RON2 block
1 | -1% | -9% | -2%
2 | -5% | -2% | 35%[activator]
3 | 5% | -1% | 1%
4 | -3% | 12% | -15%
5 | 0% | 5% | 5%
6 | 3% | 15% | .
7 | 0% | 10% | .
8 | 37%[activator] | -1% | 20%
9 | 4% | -13% | -3%
10 | 2% | -6% | 3%
11 | -5% | -10% | ?
12 | -3% | 3% | -6%
13 | 2% | 7% | -21%
14 | 0% | . | -5%
15 | 0% | -10% | 11%

nr | SMILES | AmpC inh no detg | Sm TGR inh | HCMV antiviral | LmPK inh
16 | CCN(CC)S(=O)(=O)c1ccc(/C=C/C(=O)OCC(=O)Nc2ccc(S(N)(=O)=O)cc2)cc1 | -32% | -3% | -3 | 0%
17 | O=C1NCCC/C1=N\Nc1ccc(Br)cc1 | -11% | -28% | 32 | 0%
18 | CCN(CC)C(=O)C1=C(C)N(Cc2ccccc2)C(=O)C(CC(=O)NCCN2CCOCC2)C1 (stereo not given) | . | . | -19 | .
19 | COc1ccc(/C=N/NC(=O)c2ccccc2OC)cc1COc1ccccc1[N+](=O)[O-] | 15% | -23% | 23 | -5%
20 | COc1cc([N+](=O)[O-])c2nc(C=NNC(N)=S)ccc2c1 | . | . | 10 | .
21 | CCOc1ccccc1Nc1ccc2nonc2c1[N+](=O)[O-] | -6% | ? | -34 | 5%
22 | CC(c1nnnn1C(C)(C)C)N(Cc1cccnc1)Cc1ccccc1Cl (stereo not given) | 97%[activator] | 4% | -11 | 4%
23 | COc1ccccc1C(=O)NCC(=O)Nc1cccnc1 | -20% | 2% | . | -1%
24 | CCC(C)(C(=O)NC1CCCC1)N(C(=O)Cc1cccs1)c1c(C)n(C)n(-c2ccccc2)c1=O (stereo not given) | 4% | 6% | -14 | 2%
25 | CCOc1ccc2nc(N3CCC(C(=O)N4CCN(c5ncccn5)CC4)CC3)sc2c1 | 13% | -5% | 20 | 4%
26 | COc1ccc(/C=C(\C#N)c2cc(OC)c(OC)cc2[N+](=O)[O-])cc1 | -15% | 8% | -37 | 10%
27 | COc1cc(CNc2ccccc2)c([N+](=O)[O-])cc1OC | -12% | -9% | -21 | 1%
28 | Cc1cc(Nc2ncc(Cl)cc2Cl)n(-c2ccccc2)n1 | 4% | 4% | 36 | 8%
29 | COc1ccc(N2CCN(C(=O)C3COc4ccccc4O3)CC2)cc1 (stereo not given) | 20% | -1% | -3 | -4%
30 | CCOC(=O)c1c(C)oc2nc(C)nc(NCc3ccccc3OCC)c12 | . | -5% | 1 | .

nr | TbPYK inhibitor | AmpC detergent | AMA1 RON2 block
16 | -7% | -6% | 22%
17 | 2% | -1% | -18%
18 | 5% | . | 2%
19 | 2% | 0% | ?
20 | -9% | . | 32%[activator]
21 | -1% | -14% | -3%
22 | 0% | 1% | -5%
23 | . | -1% | .
24 | 0% | 4% | -17%
25 | 6% | -2% | -3%
26 | 5% | -8% | 1%
27 | 1% | -7% | ?
28 | 14% | -15% | 1%
29 | -1% | -7% | 3%
30 | -1% | -3% | .

nr | SMILES | AmpC inh no detg | Sm TGR inh | HCMV antiviral | LmPK inh
31 | CC(C)NC(=O)c1ccc2c(c1)nnn2C | -1% | 2% | 7 | -5%
32 | CC1CC1C(=O)N1CCN(S(=O)(=O)c2cccc(F)c2)CC1 (stereo not given) | -14% | 1% | 36 | .
33 | CCOC(=O)c1ccc(N2CCN(c3cccc(OC)c3)CC2)c(NC(=O)Nc2ccc(OCC)cc2)c1 | . | 4% | -24 | .
34 | CCc1c(C)nc2nncn2c1Nc1cccc(C)c1 | . | 5% | -40 | .
35 | COc1ccc(-c2ccc(SCC(=O)Nc3nccs3)nn2)cc1OC | -4% | -11% | 76 | 0%
36 | O=C1CSc2ccccc2N1Cc1ccccc1F | -38% | 0% | 7 | 3%
37 | Cc1ccc(S(=O)(=O)N(C)C)cc1NC(=S)Nc1ccc2[nH]c(=O)[nH]c2c1 | -14% | -82% | -27 | 3%
38 | Cc1cc(NC(=O)CSc2nnc(-c3cccc(F)c3)n2N)no1 | -15% | -5% | -5 | .
39 | O=C(Cc1cccs1)NCCS(=O)(=O)N1CCN(c2ccccc2F)CC1 | -21% | -4% | -4 | .
40 | CC1(C)Cc2c(C#N)c(NC3CCCCC3)nc(-c3ccco3)c2CO1 | -17% | 1.8µM* | . | -13%
41 | CCCCCCCCCC(=O)NNC(=O)c1c(O)c2ccccc2n(CCC)c1=O | -18% | 10% | ? | 0%
42 | CC(C)CCNC1=NCCCCC1 | 1% | 10% | ? | -1%
43 | O=C(O)c1cn2c3c(ccc(Cl)c3c1=O)OCC2 | -9% | -4% | -1 | 0%
44 | CC(=O)c1cccc(NC(=O)Cn2cc(C(=O)c3cccc(Cl)c3)c(=O)c3ccc(C)nc32)c1 | . | 4% | 3 | .
45 | Cc1ccc(-n2c(SCn3nnc4ccccc4c3=O)nnc2-c2cccnc2)c(C)c1 | 76%[activator] | -18% | -9 | 5%

nr | TbPYK inhibitor | AmpC detergent | AMA1 RON2 block
31 | -4% | -1% | -14%
32 | 2% | 0% | 17%
33 | -4% | 1% | .
34 | 2% | 16% | .
35 | -9% | -5% | 4%
36 | -9% | ? | 9%
37 | -6% | -12% | 2%
38 | -4% | -1% | -12%
39 | 2% | -18% | 25%
40 | . | -3% | .
41 | 8% | 5% | 16%
42 | 4% | 1% | -2%
43 | 7% | -5% | 39%[activator]
44 | 0% | 9% | .
45 | -11% | -18% | -5%

Entries of single compounds as entered above. Order of screens: AmpC inh no detg, Sm TGR inh, HCMV antiviral, LmPK inh, TbPYK inhibitor, AmpC detergent, AMA1 RON2 block
O=C(Cc1cccs1)NCCS(=O)(=O)N1CCN(c2ccccc2F)CC1 across the screens: -21%, -4%, -4, ., 2%, -18%, 25%
Cc1ccc(S(=O)(=O)N(C)C)cc1NC(=S)Nc1ccc2[nH]c(=O)[nH]c2c1 across the screens: -14%, -82%, -27, 3%, -6%, -12%, 2%

From entry 39 up to 42, copied from above:
nr | SMILES | AmpC inh no detg | Sm TGR inh | HCMV antiviral | LmPK inh
39 | O=C(Cc1cccs1)NCCS(=O)(=O)N1CCN(c2ccccc2F)CC1 | -21% | -4% | -4 | .
40 | CC1(C)Cc2c(C#N)c(NC3CCCCC3)nc(-c3ccco3)c2CO1 | -17% | 1.8µM* | . | -13%
41 | CCCCCCCCCC(=O)NNC(=O)c1c(O)c2ccccc2n(CCC)c1=O | -18% | 10% | ? | 0%
42 | CC(C)CCNC1=NCCCCC1 | 1% | 10% | ? | -1%

nr | TbPYK inhibitor | AmpC detergent | AMA1 RON2 block
39 | 2% | -18% | 25%
40 | . | -3% | .
41 | 8% | 5% | 16%
42 | 4% | 1% | -2%

Further structures follow:
nr | SMILES | AmpC inh no detg | Sm TGR inh | HCMV antiviral | LmPK inh
46 | CCCCOc1ccc(C(=O)N/C(=C/C=C/c2ccccc2)C(=O)N2CCOCC2)cc1 | 53% | -4% | -5 | 2%
47 | CC1CCN(S(=O)(=O)c2ccc3ncn(CC(=O)N(C)C4CCCCC4)c(=O)c3c2)CC1 | -14% | 13% | ? | 14%
48 | Cc1onc(-c2ccccc2)c1C(=O)N[C@@H]1C(=O)N2[C@@H]1SC(C)(C)[C@@H]2C(=O)O | -26% | -18% | . | 2%
49 | CCOc1ccc(N2C(=O)N(Cc3c(F)cccc3Cl)c3ccccc3S2(=O)=O)cc1 | . | 9% | -2 | .
50 | Cc1cccnc1NC(=O)C1CCCN(S(=O)(=O)c2ccc3c(c2)oc(=O)n3C)C1 (stereo not given) | -8% | -17% | -4 | 10%
51 | Cc1onc(-c2ccccc2)c1-c1n[nH]c(=S)n1-c1ccc(C(=O)O)cc1 | -8% | 23% | 2 | ?
52 | COc1ccc(CCC(=O)NCCS(=O)(=O)N2CCN(c3ccccc3F)CC2)cc1 | 52% | -3% | -13 | .
53 | Cc1c(Br)c([N+](=O)[O-])nn1CC(=O)N1CCN(C23CC4CC(CC(C4)C2)C3)CC1 | 11% | 10% | -33 | 8%

nr | TbPYK inhibitor | AmpC detergent | AMA1 RON2 block
46 | -1% | -2% | -8%
47 | 2% | 2% | -2%
48 | . | ? | .
49 | 3% | 8% | .
50 | 1% | ? | -2%
51 | ? | ? | 13%
52 | -6% | 4% | -9%
53 | -1% | -1% | 16%
